Screening data (PubChem BioAssay)
PAFAH2 FP inh: PAFAH2 enzyme inhibitors, primary screen, biochemical, fluorescence polarization, human. actives 0.99% (n = 340,000). AID 492956, 2010. inhibition, % at 3.39 µM. Platelet-activating factor acetylhydrolase 2, cytoplasmic (Homo sapiens), Q99487. recombinant PAFAH2, FP-rhodamine activity probe;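 active means inhibition above the mean over all tested compounds plus 3 SD, cut at about 30% in these data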;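 further: inhibitors block probe labeling of enzyme so polarization drops; 0% = enzyme with DMSO and 100% = wells lacking PAFAH2 protein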
EBNA-1 inh: EBNA-1 DNA-binding inhibitors, primary screen, biochemical, fluorescence polarization. inhibition, % at 14.8 µM. actives 0.34% (n = 300,000); in the data active means inhibition above about 28%
pPAFAH inh: pPAFAH enzyme inhibitors, primary screen, biochemical, fluorescence polarization, human | inhibition, % at 3.39 µM | recombinant pPAFAH, FP-rhodamine probe fluorescence polarization | actives 1.5% (n = 330,000) | AID 463082, 2010 | Platelet-activating factor acetylhydrolase (Homo sapiens), Q13093;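 active means inhibition above the mean inhibition across the screen plus 3 SD, cut at about 25% in these data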;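 further: inhibitors block binding of the rhodamine activity-based probe so polarization drops; 0% = enzyme with DMSO and 100% = wells lacking pPAFAH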
Target sequence (Q13093 whole entry, looked up): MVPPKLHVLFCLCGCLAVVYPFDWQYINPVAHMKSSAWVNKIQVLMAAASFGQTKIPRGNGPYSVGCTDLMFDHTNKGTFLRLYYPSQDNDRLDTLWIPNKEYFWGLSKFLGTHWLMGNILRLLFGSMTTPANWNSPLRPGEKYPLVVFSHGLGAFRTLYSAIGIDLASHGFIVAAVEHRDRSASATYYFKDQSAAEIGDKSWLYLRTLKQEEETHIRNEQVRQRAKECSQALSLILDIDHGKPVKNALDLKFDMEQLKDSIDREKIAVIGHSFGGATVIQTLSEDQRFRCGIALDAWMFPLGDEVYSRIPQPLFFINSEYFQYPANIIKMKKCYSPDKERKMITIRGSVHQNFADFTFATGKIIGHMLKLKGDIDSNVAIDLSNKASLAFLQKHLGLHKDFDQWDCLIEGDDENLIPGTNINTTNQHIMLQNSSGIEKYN
LYPLA1 counter: LYPLA1 inhibitors, primary screen, counter-screen for PME1 inhibitor project, biochemical, fluorescence polarization, FP-Rh probe ABPP; actives 0.16% (n = 320,000); Acyl-protein thioesterase 1 (Homo sapiens), O75608; recombinant LYPLA1; AID 2174, 2009; inhibition, % at 5.9 µM;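 active means inhibition above the mean of all tested compounds plus 3 SD, set per campaign, cut at about 14% in these data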;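 further: inhibitors block serine hydrolase probe labeling of LYPLA1 so polarization falls; 0% = enzyme with DMSO and 100% = wells lacking LYPLA1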
ZTA counter: counter-screen for EBNA-1 inhibitors: inhibitors of Epstein-Barr virus ZTA; P03206; ZTA-DNA binding, fluorescence polarization; inhibition, % at 11 µM; actives 0.15% (n = 320,000); AID 2234; in the data active means inhibition above about 33%
Target sequence (P03206 whole entry, looked up): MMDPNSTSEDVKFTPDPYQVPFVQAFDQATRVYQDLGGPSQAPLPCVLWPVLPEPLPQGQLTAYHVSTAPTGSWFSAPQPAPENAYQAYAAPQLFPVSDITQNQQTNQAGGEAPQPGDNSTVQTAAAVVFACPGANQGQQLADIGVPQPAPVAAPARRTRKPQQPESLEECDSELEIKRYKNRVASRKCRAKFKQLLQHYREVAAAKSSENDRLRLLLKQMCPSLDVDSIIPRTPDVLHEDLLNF
PAFAH1B2 inh: PAFAH1B2 enzyme inhibitors, primary screen, biochemical, fluorescence polarization, human; Platelet-activating factor acetylhydrolase IB subunit alpha2 (Homo sapiens), P68402; recombinant PAFAH1B2, FP-rhodamine activity probe; inhibition, % at 3.39 µM; actives 1.2% (n = 340,000); AID 492953, 2010;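 active means inhibition above the mean of all tested compounds plus 3 SD, cut at about 24% in these data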;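 further: 0% = enzyme with DMSO and 100% = wells lacking PAFAH1B2; many of its hits are not listed in these tables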
PAFAH1B3 inh: PAFAH1B3 enzyme inhibitors, primary screen, biochemical, fluorescence polarization, human; recombinant PAFAH1B3, FP-rhodamine probe; inhibition, % at 3.39 µM; actives 0.28% (n = 340,000); AID 492972, 2010;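 active means inhibition above the screen-wide average of all tested compounds plus 3 SD, cut at about 25% in these data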;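 further: 0% = enzyme with DMSO only and 100% = wells lacking PAFAH1B3 protein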
PREPL inh: PREPL enzyme inhibitors, primary screen, biochemical, fluorescence polarization. AID 2751, 2010. inhibition, % at 5.96 µM. Prolyl endopeptidase-like (Homo sapiens), Q4J6C6. recombinant PREPL, fluorescence polarization activity-based probe. actives 0.68% (n = 320,000); in the data active means inhibition above about 43%;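 further: 0% = enzyme with DMSO and 100% = wells lacking enzyme; many of its hits are not listed in these tables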
LYPLA2 inh: LYPLA2 inhibitors, primary screen, counter-screen for PME1 inhibitor project, biochemical, fluorescence polarization, FP-Rh probe ABPP; AID 2177, 2009; actives 0.38% (n = 320,000); recombinant LYPLA2; Acyl-protein thioesterase 2 (Homo sapiens), O95372; inhibition, % at 5.9 µM;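 active means inhibition above the screen-wide mean plus 3 SD, limit set per campaign, cut at about 26% in these data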;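 further: 0% = LYPLA2 with DMSO and 100% = wells lacking LYPLA2 enzyme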
Target sequence (O95372 whole entry, looked up): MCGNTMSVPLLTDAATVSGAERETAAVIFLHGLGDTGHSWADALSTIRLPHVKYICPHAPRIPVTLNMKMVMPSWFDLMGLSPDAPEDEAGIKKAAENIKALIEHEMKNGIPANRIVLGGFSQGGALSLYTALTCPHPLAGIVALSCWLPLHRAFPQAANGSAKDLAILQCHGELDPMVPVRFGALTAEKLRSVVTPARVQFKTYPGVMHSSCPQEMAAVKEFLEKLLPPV
The depositor's hits bear a star. These rows are one share of the data, so the mix of outcomes need not match the whole.

For NC(N)=N/N=C/c1ccc(Cl)c([N+](=O)[O-])c1 the results were PAFAH2 FP inh -2, EBNA-1 inh -10, pPAFAH inh -3, LYPLA1 counter 2, ZTA counter 3, PAFAH1B2 inh 2, PAFAH1B3 inh 7, PREPL inh 14 and LYPLA2 inh 2.
`Cc1[nH]n(-c2ccccc2)c(=O)c1CCOC(=O)c1cccc(C(F)(F)F)c1` gave PAFAH2 FP inh 7, EBNA-1 inh -5, pPAFAH inh 0, LYPLA1 counter 0, ZTA counter -7, PAFAH1B2 inh 15, PAFAH1B3 inh 6, PREPL inh 4 and LYPLA2 inh 3.
Screening O=C(Cn1c(=O)c2cccn2c2cccnc21)N1CCN(c2ccccc2F)CC1 returned PAFAH2 FP inh 2, EBNA-1 inh 2, pPAFAH inh 7, LYPLA1 counter -3, ZTA counter 7, PAFAH1B2 inh -4, PAFAH1B3 inh 4, PREPL inh 38 and LYPLA2 inh -4.
For O=C(CN1C(=O)CCS(=O)(=O)c2ccccc21)Nc1ccccc1F the results were PAFAH2 FP inh 1, EBNA-1 inh -3, pPAFAH inh 3, LYPLA1 counter -3, ZTA counter 7, PAFAH1B2 inh 0, PAFAH1B3 inh 5, PREPL inh -1 and LYPLA2 inh -8.
CC(Nc1cccc(F)c1)C(=O)Nc1ccc(S(N)(=O)=O)cc1 (centres undefined) was read as PAFAH2 FP inh -1, EBNA-1 inh -3, pPAFAH inh -1, LYPLA1 counter 3, ZTA counter -5, PAFAH1B2 inh 4, PAFAH1B3 inh 5, PREPL inh -2 and LYPLA2 inh 3.
COc1cccc(CNS(=O)(=O)c2c(C(=O)N3CCCC3)c(C)n(C)c2C)c1 was read as PAFAH2 FP inh 2, EBNA-1 inh 0, pPAFAH inh 1, LYPLA1 counter -4, ZTA counter 6, PAFAH1B2 inh 6, PAFAH1B3 inh 6, PREPL inh 0 and LYPLA2 inh -7.
For Cc1cc(-c2csc3nc[nH]c(=S)c23)cc(C)c1C the results were PAFAH2 FP inh -1, EBNA-1 inh 3, pPAFAH inh 8, LYPLA1 counter -2, ZTA counter -7, PAFAH1B2 inh 3, PAFAH1B3 inh 8, PREPL inh 9 and LYPLA2 inh 0.
O=C(NC1CCS(=O)(=O)C1)/C(=C\c1ccc(F)cc1)NC(=O)c1ccccc1 (centres undefined) was read as PAFAH2 FP inh -1, EBNA-1 inh 2, pPAFAH inh 1, LYPLA1 counter -2, ZTA counter 1, PAFAH1B2 inh -2, PAFAH1B3 inh 3, PREPL inh -7 and LYPLA2 inh -2.
For OC(COc1ccc(Cl)cc1)CN1CCN(c2cccc(Cl)c2)CC1 (centres undefined) the results were PAFAH2 FP inh -2, EBNA-1 inh -1, pPAFAH inh 6, LYPLA1 counter 20*, ZTA counter 13, PAFAH1B2 inh -1, PAFAH1B3 inh 12, PREPL inh 21 and LYPLA2 inh 59*.
For COC(=O)c1csc(S(=O)(=O)N2CCCCC2)c1OC the results were PAFAH2 FP inh -13, EBNA-1 inh 1, pPAFAH inh 1, LYPLA1 counter -5, ZTA counter -11, PAFAH1B2 inh 1, PAFAH1B3 inh 6, PREPL inh 5 and LYPLA2 inh -4.
O=C(COc1ccc(S(=O)(=O)N2CCOCC2)cc1Cl)NCCN1CCOCC1 was read as PAFAH2 FP inh -2, EBNA-1 inh -4, pPAFAH inh 3, LYPLA1 counter 2, ZTA counter 10, PAFAH1B2 inh -1, PAFAH1B3 inh 3, PREPL inh 1 and LYPLA2 inh 3.
Screening CC(C)Sc1cc(N2CCOCC2)nc(-c2ccc(Cl)cc2)n1 returned PAFAH2 FP inh -4, EBNA-1 inh 2, pPAFAH inh 4, LYPLA1 counter 2, ZTA counter -5, PAFAH1B2 inh 0, PAFAH1B3 inh -3, PREPL inh 0 and LYPLA2 inh 1.
For CC1Cc2cc(/C=C3/SC(=S)NC3=O)ccc2O1 (centres undefined) the results were PAFAH2 FP inh 8, EBNA-1 inh 6, pPAFAH inh 4, LYPLA1 counter -3, ZTA counter 4, PAFAH1B2 inh 12, PAFAH1B3 inh 8, PREPL inh 8 and LYPLA2 inh 3.
Screening CN(C)c1ncc(CN2CCC(C(=O)Nc3ccc(-n4cccn4)cc3)CC2)s1 returned PAFAH2 FP inh -2, EBNA-1 inh 3, pPAFAH inh 2, LYPLA1 counter -1, ZTA counter -4, PAFAH1B2 inh 1, PAFAH1B3 inh 3, PREPL inh 4 and LYPLA2 inh 3.
N#CCC(=O)N/N=C/c1cc([N+](=O)[O-])ccc1N1CCCC1 was read as PAFAH2 FP inh 4, EBNA-1 inh 4, pPAFAH inh 5, LYPLA1 counter -4, ZTA counter 9, PAFAH1B2 inh -1, PAFAH1B3 inh 5, PREPL inh 16 and LYPLA2 inh 0.
`CCN(CC)c1ccc(C(=O)Nc2ccccc2)cc1[N+](=O)[O-]` gave PAFAH2 FP inh 7, EBNA-1 inh 5, pPAFAH inh 3, LYPLA1 counter -2, ZTA counter 8, PAFAH1B2 inh 2, PAFAH1B3 inh 12, PREPL inh -1 and LYPLA2 inh 7.
Screening CCCCCCC(=O)Nc1nc(C)c(-c2csc(Nc3cccc(OC)c3)n2)s1 returned PAFAH2 FP inh -13, EBNA-1 inh -10, pPAFAH inh 9, LYPLA1 counter -18, ZTA counter -2, PAFAH1B2 inh 7, PAFAH1B3 inh 8, PREPL inh 7 and LYPLA2 inh -22.
`CC(c1ccccn1)N(Cc1ccco1)C(=S)Nc1cccc(F)c1` (centres undefined) gave PAFAH2 FP inh -1, EBNA-1 inh -6, pPAFAH inh 6, LYPLA1 counter 1, ZTA counter -25, PAFAH1B2 inh 0, PAFAH1B3 inh 0, PREPL inh 23 and LYPLA2 inh 3.
COCCn1c(SC(C)C(=O)Nc2ccc(N3CCOCC3)cc2)nnc1-c1ccncc1 (centres undefined) was read as PAFAH2 FP inh 7, EBNA-1 inh -1, pPAFAH inh 1, LYPLA1 counter -1, ZTA counter -4, PAFAH1B2 inh 7, PAFAH1B3 inh 7, PREPL inh 3 and LYPLA2 inh -1.
`CN1CCN(c2ccc(NC(=O)c3ccc(-c4cccc([N+](=O)[O-])c4)o3)cc2)CC1` gave PAFAH2 FP inh 7, EBNA-1 inh -15, pPAFAH inh 5, LYPLA1 counter 2, ZTA counter 1, PAFAH1B2 inh 6, PAFAH1B3 inh 10, PREPL inh 31 and LYPLA2 inh 4.

Brought forward from above: 2 entries, then new ones.
COCCn1c(SC(C)C(=O)Nc2ccc(N3CCOCC3)cc2)nnc1-c1ccncc1 (centres undefined) was read as PAFAH2 FP inh 7, EBNA-1 inh -1, pPAFAH inh 1, LYPLA1 counter -1, ZTA counter -4, PAFAH1B2 inh 7, PAFAH1B3 inh 7, PREPL inh 3 and LYPLA2 inh -1.
`CN1CCN(c2ccc(NC(=O)c3ccc(-c4cccc([N+](=O)[O-])c4)o3)cc2)CC1` gave PAFAH2 FP inh 7, EBNA-1 inh -15, pPAFAH inh 5, LYPLA1 counter 2, ZTA counter 1, PAFAH1B2 inh 6, PAFAH1B3 inh 10, PREPL inh 31 and LYPLA2 inh 4.
CC1CCN(C(=O)Cn2c(=O)oc3cc(S(=O)(=O)N4CCCCC4)ccc32)CC1 was read as PAFAH2 FP inh 10, EBNA-1 inh 8, pPAFAH inh 3, LYPLA1 counter 1, ZTA counter 5, PAFAH1B2 inh 6, PAFAH1B3 inh 2, PREPL inh 6 and LYPLA2 inh 13.
O=C(NNS(=O)(=O)c1ccc(F)cc1)c1cccc(O)c1 was read as PAFAH2 FP inh 8, EBNA-1 inh 6, pPAFAH inh 2, LYPLA1 counter 4, ZTA counter -12, PAFAH1B2 inh 2, PAFAH1B3 inh 4, PREPL inh 8 and LYPLA2 inh 5.
`Cc1c(S(=O)(=O)N(C)C2CCCCC2)c(=O)n(C)c(=O)n1C` gave PAFAH2 FP inh 0, EBNA-1 inh -2, pPAFAH inh 2, LYPLA1 counter 3, ZTA counter 2, PAFAH1B2 inh 3, PAFAH1B3 inh 7, PREPL inh 0 and LYPLA2 inh 2.
`c1ccc2c(c1)OCCc1c-2[nH]c2ccccc12` gave PAFAH2 FP inh -1, EBNA-1 inh 7, pPAFAH inh 10, LYPLA1 counter 0, ZTA counter -3, PAFAH1B2 inh 0, PAFAH1B3 inh 7, PREPL inh 21 and LYPLA2 inh 0.
Screening CC(C)c1nc2sc3c(=O)[nH]c(=S)[nH]c3c2c2c1CCCC2 returned PAFAH2 FP inh -3, EBNA-1 inh 5, pPAFAH inh 4, LYPLA1 counter -3, ZTA counter 19, PAFAH1B2 inh 8, PAFAH1B3 inh 3, PREPL inh 2 and LYPLA2 inh 1.
`Cc1cccc(NC(=O)CN2C(=O)c3ccccc3C2=O)c1C` gave PAFAH2 FP inh -2, EBNA-1 inh -17, pPAFAH inh -6, LYPLA1 counter 0, ZTA counter -1, PAFAH1B2 inh 1, PAFAH1B3 inh 2, PREPL inh 6 and LYPLA2 inh 0.
For O=C(COC(=O)c1nc(Cl)c(Cl)c(Cl)c1Cl)c1ccc[nH]1 the results were PAFAH2 FP inh 7, EBNA-1 inh -2, pPAFAH inh 4, LYPLA1 counter -2, ZTA counter -1, PAFAH1B2 inh 0, PAFAH1B3 inh 3, PREPL inh 14 and LYPLA2 inh 1.
`O=C(Cn1c(O)c(/C=C2\C=Nc3ccccc32)sc1=O)Nc1ccc2c(c1)OCO2` gave PAFAH2 FP inh -10, EBNA-1 inh 26, pPAFAH inh 2, LYPLA1 counter -9, ZTA counter -13, PAFAH1B2 inh -5, PAFAH1B3 inh -4, PREPL inh 10 and LYPLA2 inh -3.
CCN(Cc1cc2ccccc2[nH]c1=O)C(=O)C(C)C was read as PAFAH2 FP inh -6, EBNA-1 inh 0, pPAFAH inh 4, LYPLA1 counter 1, ZTA counter -23, PAFAH1B2 inh 2, PAFAH1B3 inh 4, PREPL inh 7 and LYPLA2 inh 10.
For O=C(NN=C1CCCCCC1)c1ccc(Br)o1 the results were PAFAH2 FP inh -3, EBNA-1 inh -6, pPAFAH inh 4, LYPLA1 counter 0, ZTA counter -6, PAFAH1B2 inh 0, PAFAH1B3 inh 5, PREPL inh 11 and LYPLA2 inh -3.
For COc1ccc(NS(=O)(=O)c2cc(C(=O)OC(C)C(=O)N3CCOCC3)ccc2Cl)cc1 (centres undefined) the results were PAFAH2 FP inh -1, EBNA-1 inh 4, pPAFAH inh 1, LYPLA1 counter 0, ZTA counter -7, PAFAH1B2 inh 1, PAFAH1B3 inh 12, PREPL inh -4 and LYPLA2 inh 6.
Cc1cc2oc(=O)cc(CSc3nnc(C)n3N)c2cc1C(C)C was read as PAFAH2 FP inh -5, EBNA-1 inh -7, pPAFAH inh -5, LYPLA1 counter 4, ZTA counter -5, PAFAH1B2 inh -2, PAFAH1B3 inh -7, PREPL inh -5 and LYPLA2 inh 1.
Screening O=C(Nc1ccc2nc(N3CCOCC3)sc2c1)c1ccccc1 returned PAFAH2 FP inh -4, pPAFAH inh 5, LYPLA1 counter 2, ZTA counter 5, PAFAH1B2 inh 0, PAFAH1B3 inh 6, PREPL inh 25 and LYPLA2 inh 2.
